ERG-DNA inh = ERG Ets/DNA interaction inhibition; fluorescence polarization, His-ERG Ets domain / labelled DNA; P11308; Potency, µM (series often up to 76.9 µM), without a hit: top-dose FP activity, negative = inhibition, hits mostly inhibitors; 0.028% of 370,000 active; active means well fitted inhibition curve with a large enough effect in the polarisation, with a control signal flat; inconclusive means small, poorly fitted or top-dose-only effect, or effect the other way, or a change in a side signal; inactive means no such curve, though single readings can be large or run the other way; the % refers to the polarisation;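 further: polarization taken with two DNA probes labelled with fluorescein and Texas red; potency means the concentration at half of the fitted maximal effect; % of control where 0% means no effect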
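His-tagged ERG Ets domain (1 uM in the protein solution; 300mM KCl, 50mM Tris-HCl, 1mM EDTA, 1mM DTT, pH 7.5) received compound, then a probe mix of 5 nM fluorescein-DNA and 100nM Texas-615-DNA. Fluorescence polarization was read for both dyes.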
Tb PGK inh = blocks T. brucei phosphoglycerate kinase. P07378. PGK/GAPDH coupled, Kinase-Glo luminescence, 60 min. Potency, µM (doses to about 57.5 µM), inactives show at the top dose activity change, negative = inhibition, hits mostly inhibitors. 0.043% of 380,000 active; further: potency means the concentration at half of the fitted maximal effect; on the % scale 0 is the no-effect control and ±100 the full control effect; nearly all actives have a fitted effect of over 60% in size
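Recombinant glycosomal PGK reaction used 1,3-bisphosphoglycerate generated in-well by GAPDH (100nM final) in 100mM TEA pH 7.6, 5mM MgCl2, 0.01% Tween-20. After 60 minutes at room temperature, ATP was read by Kinase-Glo Plus luminescence end-point.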
PI4K2A inh = inhibitors of human PI4K2A. purified PI4K2A, ADP-Glo luminescence, 1 h; active compounds read low. AID 1346378. activity change, negative = inhibition, % at 76.9 µM. 0.13% of 420,000 active. Q9BTU6; in the data active means activity change below about -50%; inconclusive means mostly about -30% to -49%;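 further: -100% = wells without enzyme as full effect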
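PI4K2A activity was measured by ADP-Glo luminescence: enzyme (4 ug/mL stock) and phosphatidylinositol (1.2 mM stock) in Tris pH 7.5/MgCl2/EGTA/Triton X-100 buffer were reacted with ATP (300 microM stock) for one hour at ambient temperature.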
GLS inh = glutaminase GLS (human) inhibition. Potency, µM (titrated, usually from 45.5 µM), inactives show at the top dose activity change, negative = inhibition, most hits filed as inhibitors. 0.21% of 410,000 active. O94925. GLS enzymatic activity, qHTS titration; further: potency means the concentration at half of the fitted maximal effect; on the % scale 0 is the no-effect control and ±100 the full control effect
Target sequence (O94925 whole entry, looked up): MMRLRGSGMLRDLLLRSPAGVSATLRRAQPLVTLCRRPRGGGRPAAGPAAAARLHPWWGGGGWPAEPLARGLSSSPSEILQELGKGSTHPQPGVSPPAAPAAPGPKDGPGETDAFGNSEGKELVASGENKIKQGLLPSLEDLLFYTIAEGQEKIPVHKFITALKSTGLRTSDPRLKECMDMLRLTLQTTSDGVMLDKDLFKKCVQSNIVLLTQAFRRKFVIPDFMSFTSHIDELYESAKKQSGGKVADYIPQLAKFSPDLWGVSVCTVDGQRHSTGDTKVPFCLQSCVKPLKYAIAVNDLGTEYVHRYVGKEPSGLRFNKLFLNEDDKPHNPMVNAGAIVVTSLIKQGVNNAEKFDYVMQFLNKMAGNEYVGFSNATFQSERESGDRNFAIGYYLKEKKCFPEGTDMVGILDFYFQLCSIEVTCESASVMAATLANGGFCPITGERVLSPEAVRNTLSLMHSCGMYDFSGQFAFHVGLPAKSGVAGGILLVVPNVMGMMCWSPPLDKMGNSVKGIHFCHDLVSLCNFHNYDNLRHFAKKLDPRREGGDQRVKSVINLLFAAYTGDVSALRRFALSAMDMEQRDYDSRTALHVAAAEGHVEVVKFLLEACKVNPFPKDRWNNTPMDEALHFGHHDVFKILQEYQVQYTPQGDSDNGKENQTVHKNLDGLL
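Two-point fluorescence kinetic (t0, 30 min RT) for hKGA; glutamate detected via glutamate oxidase–HRP–Amplex Red. Substrate: 1 mM L-glutamine solution; buffer 45 mM KH2PO4, pH 8.2.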
Pin1 inhibitor = inhibitors of human Pin1; Q13526; Pin1 FP peptide displacement, HiFluor488, 10 min; Potency, µM (highest dose often 115 µM), without a hit: top-dose activity, negative = inhibition, most hits filed as inhibitors; 0.009% of 390,000 active; AID 504891; active means well fitted inhibition curve with a large enough effect in the polarisation, with a control signal flat, not every such curve was filed as active; inconclusive means small, poorly fitted or top-dose-only effect, or effect the other way, or a change in a side signal; inactive means no such curve, though single readings can be large or run the other way; the % refers to the polarisation; further: potency means the concentration at half of the fitted maximal effect; on the % scale 0 is the no-effect control and ±100 the full control effect
Target sequence (Q13526 whole entry, looked up): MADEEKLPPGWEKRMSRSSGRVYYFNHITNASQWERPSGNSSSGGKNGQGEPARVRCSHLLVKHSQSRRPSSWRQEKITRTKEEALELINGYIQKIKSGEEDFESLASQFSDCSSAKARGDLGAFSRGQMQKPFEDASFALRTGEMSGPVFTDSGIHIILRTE
JMJD2A Tudor inh = JMJD2A Tudor domain (human) inhibition | O75164 | AlphaScreen JMJD2A-Tudor / H3K4me3 peptide binding | Potency, µM (titrated, usually from 114 µM), inactives show top-dose activity change, negative = inhibition, actives largely listed as inhibitors | 4.4% of 390,000 active | AID 504339; further: potency means the concentration at half of the fitted maximal effect; on the % scale 0 is the no-effect control and ±100 the full control effect; nearly all actives have a fitted effect of over 50% in size
HP1b binding inh = blocks HP1-beta chromodomain binding to methylated histone tails; P83916; AlphaScreen HP1-beta / biotin-H3K9me3 peptide binding; Potency, µM (series often up to 114 µM), for inactives: at the top dose activity change, negative = inhibition, most hits filed as inhibitors; 0.56% of 390,000 active; further: potency means the concentration at half of the fitted maximal effect; nearly all actives have a fitted effect of over 70% in size; inactives centre near 23
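AlphaScreen: HP1-beta (50 nM) preformed 30 min with biotin-H3(1-18)K9me3 peptide (50 nM) in PBS pH 7.4, 0.01% Tween-20. Compound added for 30 min at RT, then streptavidin donor/nickel chelate acceptor beads (10 ug/mL) for 30 min.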
G9a block = blocks human histone lysine methyltransferase G9a | Potency, µM (highest dose often 102 µM), for inactives: at the top dose activity, negative = inhibition, actives largely listed as inhibitors | 8.8% of 350,000 active | Q96KQ7 | G9a H3K9 monomethylation, AlphaScreen, 2 h; further: potency means the concentration at half of the fitted maximal effect; on the % scale 0 is the no-effect control and ±100 the full control effect; nearly all actives have a fitted effect of over 75% in size
Target sequence (Q96KQ7 913-1193 limits assumed): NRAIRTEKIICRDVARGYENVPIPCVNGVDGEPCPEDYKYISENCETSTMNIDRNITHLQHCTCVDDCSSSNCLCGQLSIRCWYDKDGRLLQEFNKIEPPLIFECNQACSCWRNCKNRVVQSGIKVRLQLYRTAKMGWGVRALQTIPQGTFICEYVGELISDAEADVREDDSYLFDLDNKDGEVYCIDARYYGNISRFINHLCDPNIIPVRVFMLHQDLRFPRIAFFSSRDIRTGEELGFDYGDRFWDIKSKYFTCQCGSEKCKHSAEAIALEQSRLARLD
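Methyltransferase reactions run at room temperature for 2 h (20 nM enzyme, 500 nM biotin-H3K9 peptide, 20 uM SAM) after a 15 min compound preincubation; product detected by AlphaScreen beads and anti-H3K9me1 antibody.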
BAZ2B block = BAZ2B (human) inhibition; Q9UIF8; AlphaScreen BAZ2B-H3K14Ac peptide displacement; Potency, µM (top dose mostly 114 µM), without a hit: at the top dose activity change, negative = inhibition, usual class: inhibitors; 4.4% of 360,000 active; further: potency means the concentration at half of the fitted maximal effect; on the % scale 0 is the no-effect control and ±100 the full control effect; nearly all actives have a fitted effect of over 60% in size
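Inhibition is scored as reduced AlphaScreen emission. The BAZ2B/b-H3(5-23)K14Ac complex (50 nM each) in PBS pH 7.4, 0.01% Tween-20 meets compound (up to 110 uM) for 30 min at RT before bead addition.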
Numbers without * were called inactive; i = inactive; ? = inconclusive; . = not tested or not shown; & = joins results of further samples; [ ] = dose if it differs, or a comment. Unless noted, the call rests on the fitted dose curve; in most records, active means well fitted curve in the direction sought with a large enough effect; inconclusive means small, poorly fitted or top-dose-only effect, or another doubt; inactive means no such curve, though single readings can be large; an effect the other way counts as inactive or inconclusive.

no.	SMILES	ERG-DNA inh	Tb PGK inh	PI4K2A inh	GLS inh	Pin1 inhibitor	JMJD2A Tudor inh	HP1b binding inh	G9a block	BAZ2B block
1	CCc1ccc(-c2cc3c(=O)n(CC(=O)NCCCN4CCN(CC)CC4)nc(C)n3n2)cc1	-5%	-8%	-2	0%	2%	-13%	30%	-15%	-20%
2	O=C1CCCCCC1C1(O)C(=O)Nc2ccc(Br)cc21 (stereo unspecified)	-5%	i	2	0%	1%	0%[57.1 µM]	64%[activator]	-4%	1%
3	Nc1c(-c2ccccn2)cnn1-c1nc(-c2ccc(F)cc2)cs1	4%	-2%	-1	-3%	59%[activator]	-9%	73%[activator]	-9%	-5%
4	Cc1ccc(NC(=O)COC(=O)c2ccccc2F)cc1S(=O)(=O)N1CCCCC1	3%	-6%	-5	3%	6%	-21%	15%	-38%	5%
5	COc1ccc(CNC(=O)COC(=O)c2n[nH]c3ccccc23)cc1	-7%	-6%	1	-2%	8%	-9%	24%	2%[59 µM]	18%
6	Cc1ccc(S(=O)(=O)NCCNC(=O)CN2CCOCC2)cc1	5%	0%	5	-13%	2%	-4%	12%	18%	3%
7	COc1ccc(C(=O)NCc2ncccc2C)cc1OC1CCN(C(C)=O)CC1	13%	-10%	-1	0%	0%	2%	48%[activator]	38%	-37%
8	COC(=O)c1ccccc1NC(=O)CN(c1cc(OC)ccc1OC)S(C)(=O)=O	-3%	-5%	2	.	-1%	2%	31%	-48%[2.33 µM]	64%[activator]
9	COc1ccc(CNC(=O)CN2CCN(S(=O)(=O)c3cccs3)CC2)cc1OC	12%	-1%	2	-13%	2%	-1%	41%[activator]	-21%	-11%
10	O=C1C=C(NCc2ccco2)C2(CCCCC2)O1	5%	-11%	-2	7%	0%	-13%	3%	-21%[12.7 µM]	-6%
11	Cc1cccc(NC(=O)C2CCC(CNS(=O)(=O)c3ccc4c(c3)CCCC(=O)N4)CC2)c1C (stereo unspecified)	0%	-3%	2	-13%	8%	-20%	29%	-9%[59 µM]	-13%
12	O=C(Cc1ccccc1)NCC(=O)OCC(=O)c1ccc(OC(=O)c2ccccc2)cc1	4%	-2%	-5	3%	-4%	-15%	26%	35%[0.501 µM]	2%
13	Cc1cc(C)cc(OCC(=O)Nc2ccc(Cl)c(-c3nc4ncccc4o3)c2)c1	6%	-7%	-4	1%	13%	-18%	29%	-2%[59 µM]	-2%[57.1 µM]
14	N#C/C=C/C(=C\Nc1ccc(Cl)cc1)S(=O)(=O)c1ccccc1	8%	-7%	5	-11%	?	-5%	58%[activator]	-4%	-15%
15	COc1cc(C)c(S(=O)(=O)N2CCCC2)cc1C(C)C	-1%	3%	-19	6%	-3%	4%	-12%	24%	0%
16	COc1ccc(-c2c(C#N)c(SCC(=O)Nc3ccc(C)c(C)c3)nc(C)c2C(=O)Nc2ccc(Cl)cc2)cc1	-5%	4%	-3	4%	35%[activator]	-19%	18%	-2%[59 µM]	-12%
17	CC1(C)CC(=O)C(C=Nc2ccc3c(c2)OCO3)=C(O)C1	15%	-8%	-5	1%	-6%	2%	11%	?	1%
18	Cc1cc(C)cc(N(CC(=O)NC2CCC(C)CC2)S(=O)(=O)c2c(C)[nH]c(=O)[nH]c2=O)c1 (stereo unspecified)	7%	i	-2	5%	3%	-12%	23%	.	-3%
19	CCOC(=O)N1CCC(NS(=O)(=O)c2cc3c(cc2C)NC(=O)CO3)CC1	-6%	2%	0	-1%	3%	-6%	17%	?	-22%
20	COc1ccc(NC(=O)c2c(-c3ccccc3)c(-c3ccccc3)nn(C)c2=O)c(OC)c1	0%	9%	0	12%	-2%	-31%	14%	-32%[59 µM]	-30%
21	CCc1ccc2oc(C(=O)Nc3cc(C)ccc3C)cc(=O)c2c1	3%	9%	2	-5%	3%	-3%	40%[activator]	7%[59 µM]	0%
22	NS(=O)(=O)c1ccc(N2CCCC2=O)c([N+](=O)[O-])c1	-1%	-10%	-2	-3%	-4%	9%	55%[activator]	?	-11%
23	O=C1OCc2ccc(NC(=O)C3CC3)cc21	-8%	-5%	6	-1%	1%	-1%	10%	.	-8%
24	Cc1cccnc1NC(=O)C1c2ccccc2Oc2ccccc21	8%	-10%	-3	-2%	1%	-8%	17%	1%[59 µM]	-17%
25	COc1cccc([C@@H]2CC=C(C(=O)O)[C@H](c3ccc(Br)cc3)N2S(=O)(=O)c2ccc(C)cc2)c1	7%	-6%	4	-7%	7%	-8%	16%	.	.
26	CS(=O)(=O)N1CCc2cc(NC(=O)c3ccc(Cl)cc3Cl)ccc21	6%	-4%	4	0%	0%	-12%	28%	-11%	-14%
27	Cc1ccc(Oc2ccc(-c3nc(N)nc(N)n3)cc2)cc1	3%	i	-6	0%	2%	-31%	17%	-14%[59 µM]	-2%
28	Cc1ccc(CN2CCC(C(=O)Nc3ccc(Oc4cccnc4)cc3)CC2)cc1	-1%	-6%	3	2%	3%	-14%	11%	-9%	-20%
29	Cc1cc(C)cc(N2CCCC2=O)c1	-4%	-6%	-4	-3%	-2%	-19%	11%	-3%[59 µM]	3%
30	Cc1cccc(NC(=O)CSc2nc3ccccc3c3nc(CCc4c(C)n[nH]c4C)nn23)c1	-4%&-16%	4%&-9%	-2&6	-11%&-2%	-2%&-5%	?	17%&5%	4%[59 µM]	-9%&-1%
31	CCOC(=O)C1(CCOc2ccccc2)CCN(Cc2ccc(OC)c(COC)c2)CC1	-1%	i	-3	-9%	2%	-16%	44%[activator]	.	12%
32	CCN(CC(=O)Nc1ccccc1C(F)(F)F)C(=O)CCOc1ccc(C)cc1	3%	-3%	-3	2%	3%	-6%	21%	?	3%
33	CCOC(=O)N1CCN(C(=O)c2cn(C)c(=O)c3c2c2ccccc2n3C)CC1	6%	0%	-4	0%	7%	-6%	40%[activator]	-34%[59 µM]	-1%
34	c1cnc(SCCOc2cccc3ccccc23)nc1	-5%	5%	2	2%	7%	109%[activator]	191%[activator]	122%[activator][59 µM]	171%[activator]
35	CCC(=O)NC1=C(C#N)C2(CCCC2)Cc2ccccc21	4%	-6%	-5	5%	2%	-8%	42%	-6%	1%
36	CC1(C)CC(=O)C(/C=N/n2c(C(F)(F)F)nc3ccccc3c2=O)=C(O)C1	.	-3%	-2	2%	5%	-11%	11%	0%	1%
37	O=C(Nc1ccc(NC(=O)c2ccco2)cc1)c1ccc2c(c1)OCO2	-3%	-7%	-23	-1%	5%	-14%	46%[activator]	-14%[59 µM]	-6%
38	O=C(COC(=O)COc1ccc(Cl)cc1)NC1CCCCC1	-4%	1%	-10	5%	1%	4%	18%	12%[0.501 µM]	-2%
39	CCOc1ccc2nc3ccc4[nH]onc4c3c2c1	.	-7%[11.5 µM]	1	0%	-3%	46%[activator]	93%[activator]	.	.
40	Cc1ccc(C)c(NS(=O)(=O)c2ccc3c(c2)CCCN3C(=O)C2CCC2)c1	11%	8%	2	20%	?	-22%	10%[57 µM]	27%[59 µM]	0%
41	CCN(C(=O)CSc1nnc(Nc2cccc(C)c2C)s1)C1CCS(=O)(=O)C1 (stereo unspecified)	-2%	-8%	-2	14%	-3%	-10%	12%	-6%[59 µM]	-1%
42	N#CC1=C(N)OC2=C(C(=O)CCC2)C1c1ccoc1 (stereo unspecified)	5%	-3%	0	2%	1%	-23%	48%[activator]	.	1%
43	CN(c1ncc(C(F)(F)F)cc1Cl)N1C(=O)C2ONC3(C(=O)CC(C)(C)CC3=O)C2C1=O (stereo unspecified)	7%	i	2	-15%	-4%	-4%	42%[activator]	?	-12%
44	Nn1c(SCC(=O)Nc2ccccc2Br)nnc1-c1ccco1	-2%	-2%	-1	-6%	-5%	-3%	42%[activator]	0%	-8%
45	COc1ccc(CN=C(N)N=C(N)N)cc1Cl	1%	-4%	-1	4%	-7%	0%	41%	?	7%
46	CCN1C(=O)CSc2ccc(C(=O)NCc3ccc(OC)cc3)cc21	-6%	-9%	0	-8%	-3%	-25%	1%	-9%	5%
47	COc1ccc(CCNC(=O)NC(C(F)(F)F)C(F)(F)F)cc1OC	-19%	-8%	1	-11%	8%	8%	34%	?	-1%
48	O=C(Cc1ccc(S(=O)(=O)N2CCOCC2)s1)NNC(=O)c1ccccc1Cl	18%	-8%	1	15%	13%	-15%	26%	-18%[59 µM]	-4%
49	CCOC(=O)C1CCN(S(=O)(=O)c2ccc(-n3cnnn3)c(C)c2)CC1	.	-4%	-2	3%	1%	-6%	8%	7%[59 µM]	-5%
50	COc1ccc([C@H]2CC(=O)C=C(c3cc4ccccc4c4ccccc34)C2)cc1	8%	-1%	3	-2%	0%	-14%	51%[activator]	4%[0.501 µM]	-3%
51	O=C(NCC1COc2ccccc2O1)C1CCN(S(=O)(=O)c2ccc(Cl)cc2)CC1 (stereo unspecified)	-4%	7%	0	3%	?	-6%	33%	0%[59 µM]	7%
52	CN(C(=O)CSc1nc(-c2ccc(C(C)(C)C)cc2)c(C#N)c(=O)[nH]1)C1CCCCC1	12%	-8%	-18	-4%	?	-16%	25%	45µM*	-27%[57.1 µM]

Two entries picked at random from those above, as already listed:
no.	SMILES	ERG-DNA inh	Tb PGK inh	PI4K2A inh	GLS inh	Pin1 inhibitor	JMJD2A Tudor inh	HP1b binding inh	G9a block	BAZ2B block
44	Nn1c(SCC(=O)Nc2ccccc2Br)nnc1-c1ccco1	-2%	-2%	-1	-6%	-5%	-3%	42%[activator]	0%	-8%
46	CCN1C(=O)CSc2ccc(C(=O)NCc3ccc(OC)cc3)cc21	-6%	-9%	0	-8%	-3%	-25%	1%	-9%	5%
